# Runt-CBFb FRET – blocks binding of human RUNX1 Runt domain to CBFb; Q01196+Q13951; Cerulean-Runt/Venus-CBFb FRET ratio 530/480, 1 h; inhibition, % at 20 µM; 0.46% of 220,000 active;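 active = inhibition over about 50% at 20 µM in the single-dose screen, limit read from the data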;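 also: 0% = DMSO wells and 100% = excess unlabeled CBFb competitor control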
#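 Assay system: Cerulean-Runt domain fusion protein, energy donor; Signal: fluorescence energy transfer, 422 nm excitation, 530/480 nm emission; Timing: 1 h compound exposure, room temperature; Control set: unlabeled CBFb; Medium: Tris buffer pH 7.5 with salts and BSA; Compound: single test concentration of 20 µM, 1% DMSO final; Probe or stimulus: Venus-CBFb 100 nM.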
# Tb hexokinase – T. brucei hexokinase 1 inhibition; recombinant TbHK1, G6PDH-coupled NADH A340; inhibition, % at 10 µM; 0.11% of 220,000 active; AID 1430;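 active = inhibition of 50% or more in the single-dose primary screen; inactive = inhibition below 50%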
# 14-3-3 Bad PPI – disrupts binding of bovine 14-3-3 zeta to phospho-Bad peptide | P63103 | TR-FRET 14-3-3zeta/Dy647-pBad peptide displacement, 1 h | inhibition, % at 21.7 µM | 0.71% of 220,000 active | AID 781;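 active = inhibition above about 70%, limit read from the data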;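 also: 0% = full 14-3-3 plus peptide FRET controls and 100% = background without 14-3-3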
# Target sequence (P63103 whole entry, looked up): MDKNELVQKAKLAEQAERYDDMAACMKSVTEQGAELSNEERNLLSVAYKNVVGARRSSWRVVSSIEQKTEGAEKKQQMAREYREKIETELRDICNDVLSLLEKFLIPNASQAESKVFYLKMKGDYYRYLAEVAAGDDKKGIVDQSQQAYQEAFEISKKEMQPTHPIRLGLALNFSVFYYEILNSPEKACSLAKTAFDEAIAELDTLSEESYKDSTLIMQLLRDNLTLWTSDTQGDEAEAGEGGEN
# Hck Nef HTS – human Hck-Nef kinase inhibition; inhibition, % at 20 µM; 0.68% of 220,000 active; P08631; Recombinant Hck-YEEI plus Nef, Z-Lyte FRET kinase assay; AID 463187;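 active = Hck-Nef kinase inhibition above about 50%, limit read from the data; inactive = inhibition below that limit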;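 also: 0% = DMSO with Hck plus Nef and 100% = Hck alone without Nef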
# Target sequence (P08631 whole entry, looked up): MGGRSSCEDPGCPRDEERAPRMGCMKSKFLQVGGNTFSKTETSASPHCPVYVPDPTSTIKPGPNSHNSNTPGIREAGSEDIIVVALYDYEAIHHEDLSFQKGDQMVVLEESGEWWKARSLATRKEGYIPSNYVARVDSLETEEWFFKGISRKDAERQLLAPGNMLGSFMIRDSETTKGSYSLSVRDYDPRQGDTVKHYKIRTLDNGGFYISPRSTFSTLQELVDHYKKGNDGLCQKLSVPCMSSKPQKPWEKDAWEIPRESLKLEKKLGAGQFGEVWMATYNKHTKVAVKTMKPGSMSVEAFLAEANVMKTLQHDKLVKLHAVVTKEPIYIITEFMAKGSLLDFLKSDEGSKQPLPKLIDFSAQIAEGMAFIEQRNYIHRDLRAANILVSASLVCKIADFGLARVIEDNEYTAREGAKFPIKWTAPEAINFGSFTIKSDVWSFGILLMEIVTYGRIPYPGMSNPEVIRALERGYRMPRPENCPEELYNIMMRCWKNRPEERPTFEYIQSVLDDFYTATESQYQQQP
# NCF1 inh – inhibitors of human p47phox binding; inhibition, % at 24.7 µM; AID 1274; p47phox/p22phox peptide binding, fluorescence polarization, 2 h; 0.53% of 220,000 active;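 active = inhibition above about 30%, limit read from the data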;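 also: 0% = p47phox with labelled peptide and 100% = labelled peptide alone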
# Runt-SMMHC FRET – inhibitors of human RUNX1 Runt domain binding to CBFb-SMMHC; inhibition, % at 20 µM; 0.74% of 220,000 active; Cerulean-Runt/Venus-CBFb-SMMHC FRET ratio 530/480, 1 h; AID 1434;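 active = mean inhibition across duplicate retests at 20 µM reaching about 50%, limit read from the data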;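 also: 0% = DMSO wells and 100% = wells with excess untagged CBFb-SMMHC; inhibitors lower the FRET ratio by blocking Runt binding to CBFb-SMMHC; some results filed as inactive read as strong as hits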
# zVAD death inh – blocks zVAD induced death of L929 cells | L929 zVAD necroptosis rescue, ATP luminescence, 24 h; with zVAD 60 µM | viability rescue, % at 10 µM | 0.38% of 220,000 active;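 active = activation, scaled between plate controls, above about 75%, limit read from the data; inactive = activation under that limit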;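 also: 0% = zVAD with DMSO and 100% = DMSO alone without zVAD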
# EBV gp42 block – inhibitors of Epstein-Barr virus glycoprotein 42 | Q1HVG2 | Fluorescence polarization binding assay, mP read-out | inhibition, % (tested at 21.74 µM) | 0.42% of 220,000 active; in the data active = inhibition above about 50%
# Mdm2 ligase inh – inhibitors of human Mdm2 E3 ubiquitin ligase | cell-based MDM2 ubiquitination luciferase reporter, 2 h; 0 = plate control, 100 = twice control, blank-subtracted | signal enhancement, % at 5 µM | 0.11% of 210,000 active;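 active = signal enhancement of 30% or more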;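 also: luminescence tracks abundance of the self-degrading MDM2-luciferase fusion protein; higher signal means inhibition of MDM2 E3 ligase activity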
#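 Material: Stable MDM2–luciferase fusion reporter cells | Amount: 2000 cells seeded into each well | Dosing: One concentration, 5 µM, with 0.2% DMSO | Incubation: 4 h cell settling then 2 h compound exposure, 37 °C | Measured by: Luciferase luminescence | Read-out basis: % enhancement relative to plate controls after blank subtraction | Benchmarks: Control and blank well means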
# Starred values were filed as active, the others as inactive; . = not tested or not shown; [ ] = another dose, or the depositor's remark.
1	C/C=C/C(=O)OCC(=O)Nc1nc2ccc(C)cc2s1
2	O=C(Cc1cccs1)N/N=C/C(Cl)=C/c1ccccc1
3	COc1cc(C)ccc1Oc1nc(-c2ccccc2O)nc2ccccc12
4	COc1ccc(OC)c(C(=O)CN2C(=O)NC(C)(c3ccccc3)C2=O)c1 (configuration not stated)
5	COc1cccc(OC)c1OCCN(C)C
6	CN(C(=O)COc1ncnc2c1cnn2-c1ccccc1)C1CCCCC1
Compound	1	2	3	4	5	6
EBV gp42 block	-11	-3	-2	-6	-6	-3
NCF1 inh	-45	-1	-5	-7	-5	-4
14-3-3 Bad PPI	-1	-23	-6	-4	86*	-1
Runt-CBFb FRET	1	.	4	-1	2	-1
Runt-SMMHC FRET	26	5	1	0	12	2
zVAD death inh	1.8	13	0.8	-0.2	0.2	3.1
Hck Nef HTS	0	0	15	0	0	-1
Tb hexokinase	-2	-17	-2	-6	-6	-6
Mdm2 ligase inh	-9	-5	-9	-14	-28	-4

# Retrieved by compound from the list above, 5 records:
4	COc1ccc(OC)c(C(=O)CN2C(=O)NC(C)(c3ccccc3)C2=O)c1 (configuration not stated)
6	CN(C(=O)COc1ncnc2c1cnn2-c1ccccc1)C1CCCCC1
5	COc1cccc(OC)c1OCCN(C)C
1	C/C=C/C(=O)OCC(=O)Nc1nc2ccc(C)cc2s1
3	COc1cc(C)ccc1Oc1nc(-c2ccccc2O)nc2ccccc12
Compound	4	6	5	1	3
EBV gp42 block	-6	-3	-6	-11	-2
NCF1 inh	-7	-4	-5	-45	-5
14-3-3 Bad PPI	-4	-1	86*	-1	-6
Runt-CBFb FRET	-1	-1	2	1	4
Runt-SMMHC FRET	0	2	12	26	1
zVAD death inh	-0.2	3.1	0.2	1.8	0.8
Hck Nef HTS	0	-1	0	0	15
Tb hexokinase	-6	-6	-6	-2	-2
Mdm2 ligase inh	-14	-4	-28	-9	-9

# The list goes on.
7	O=C(CCCOc1ccc(Cl)cc1Cl)NNC(=O)c1ccc(NC(=O)c2ccccc2)cc1
8	O=C(O)c1cccc(NS(=O)(=O)c2ccc(NC(=O)c3ccco3)cc2)c1
9	O=[N+]([O-])c1cc(C(F)(F)F)cc([N+](=O)[O-])c1NN=C1CCCCC1
10	Cc1ccc2cc(CCNC(=O)c3ccc4c(c3)OCO4)c(=O)[nH]c2c1C
11	CC(=O)c1ccc(OC(=O)C(CCS(C)(=O)=O)N2C(=O)c3ccccc3C2=O)cc1 (configuration not stated)
12	Cc1oc(-c2cccc(Cl)c2)nc1CSCC(=O)O
Compound	7	8	9	10	11	12
EBV gp42 block	-25	-18	-5	-19	-2	-6
NCF1 inh	18	-10	-6	-14	-4	-8
14-3-3 Bad PPI	29[fluorescence artefact?]	-7	7	-1	4	-1
Runt-CBFb FRET	0	-1	18	-1	-5	1
Runt-SMMHC FRET	3	1	14	1	-18	-3
zVAD death inh	1.9	2.4	-0.4	0.7	-1.2	0.3
Hck Nef HTS	6	-8	1	2	-10	0
Tb hexokinase	12	-5	1	-18	13	-6
Mdm2 ligase inh	-5	1	-10	0	-15	-5

13	O=C(Cn1c(=O)sc2ccccc21)Nc1ccc(S(=O)(=O)N2CCCC2)cc1
14	COc1cccc(-c2nc(-c3ccccc3)nc(N3CCN(C)CC3)c2C#N)c1
15	COc1cccc(CC(=O)Nc2nc(C)cs2)c1
16	O=C(Nc1ccc2[nH]ccc2c1)c1ccccc1
17	Cc1ccccc1NC(=S)N=Nc1c(O)n(C)c2ccc(S(=O)(=O)N3CCOCC3)cc12
18	COc1ccc2cc3cc(C(=O)N4CCN(c5ccccc5)CC4)oc3nc2c1
Compound	13	14	15	16	17	18
EBV gp42 block	4	-9	-16	-10	-3	0
NCF1 inh	-9	-27	-7	4	-4	-2
14-3-3 Bad PPI	-1	-8	-7	-3	-15	-15
Runt-CBFb FRET	3	-1	0	0	-3	-7
Runt-SMMHC FRET	0	-3	-2	-1	-9	2
zVAD death inh	-0.4	10	2.0	-1.1	0.1	-0.3
Hck Nef HTS	-1	-7	-1	8	7	-2
Tb hexokinase	4	-11	2	-13	-14	-9
Mdm2 ligase inh	-11	-6	-8	-49	1	-14

# Printed as active in 14-3-3 Bad PPI, of those listed so far:
No.	Molecule	EBV gp42 block	NCF1 inh	14-3-3 Bad PPI	Runt-CBFb FRET	Runt-SMMHC FRET	Hck Nef HTS	Tb hexokinase
5	COc1cccc(OC)c1OCCN(C)C	-6	-5	86*	2	12	0	-6

# Additional structures follow.
19	CCOC(=O)c1ccccc1NC(=O)CSc1nnc(C(C)C)n1CC
20	COc1ccc(NC(=S)NCCc2ccc(F)cc2)c(OC)c1
21	Cc1occc1C(=O)NNC(=O)Cc1ccccc1
22	O=S(=O)(c1ccc2nc(SCc3ccc(Cl)cc3)[nH]c2c1)N1CCOCC1
23	O=S1(=O)N=CN(Cc2cccc(F)c2)c2ccccc21
24	COc1ccccc1C(=O)O/N=C(/C)c1ccc(N2C(=O)C3CCCCC3C2=O)cc1 (configuration not stated)
Compound	19	20	21	22	23	24
EBV gp42 block	-17	-6	-9	-2	0	5
NCF1 inh	1	-1	-2	-19	1	7
14-3-3 Bad PPI	-4	7	0[fluorescence artefact?]	-12	5	-2
Runt-CBFb FRET	-2	-1	-2	-2	0	-5
Runt-SMMHC FRET	-1	2	4	-3	-54	-11
zVAD death inh	-0.7	-0.6	0.2	2.3	1.2	-0.4
Hck Nef HTS	12	-49	-1	1	2	0
Tb hexokinase	5	4	1	28	5	-1
Mdm2 ligase inh	-2	-7	-10	-11	-14	-13

# Ordered by length of the SMILES (rising): 4 of the compounds above.
5	COc1cccc(OC)c1OCCN(C)C
3	COc1cc(C)ccc1Oc1nc(-c2ccccc2O)nc2ccccc12
14	COc1cccc(-c2nc(-c3ccccc3)nc(N3CCN(C)CC3)c2C#N)c1
24	COc1ccccc1C(=O)O/N=C(/C)c1ccc(N2C(=O)C3CCCCC3C2=O)cc1 (configuration not stated)
Compound	5	3	14	24
EBV gp42 block	-6	-2	-9	5
NCF1 inh	-5	-5	-27	7
14-3-3 Bad PPI	86*	-6	-8	-2
Runt-CBFb FRET	2	4	-1	-5
Runt-SMMHC FRET	12	1	-3	-11
zVAD death inh	0.2	0.8	10	-0.4
Hck Nef HTS	0	15	-7	0
Tb hexokinase	-6	-2	-11	-1
Mdm2 ligase inh	-28	-9	-6	-13

# More structures.
25	Nc1nc(SCC(=O)O)[nH]c(=O)c1NC(=O)c1ccccc1F
26	Cc1ccc(C2(C)CC(C)(C)N(C(=O)CSc3nnc(C)s3)c3ccccc32)cc1 (configuration not stated)
27	CN(C)C(/C=C/Nc1ccccc1F)=C(C#N)C#N
28	O=C(CCC1(C(=O)O)CCC(=O)NC1)NCc1ccccc1 (configuration not stated)
29	N#Cc1c(NC(=O)C2C3C=CC(C3)C2C(=O)O)sc2c1CCCCC2 (configuration not stated)
30	Cc1ccccc1NC(=O)CN1C(=O)S/C(=C\c2cccn2-c2cccc(C(=O)O)c2)C1=O
Compound	25	26	27	28	29	30
EBV gp42 block	-1	8	-15	-19	-16	-2
NCF1 inh	.	4	-14	-13	8	-49
14-3-3 Bad PPI	-4	-1	-16	1	-2	-10
Runt-CBFb FRET	-1	-2	0	-2	16	4
Runt-SMMHC FRET	1	-4	-2	0	4	2
zVAD death inh	-0.7	-0.2	0.3	0.0	-0.4	-0.5
Hck Nef HTS	-7	0	2	-1	17	9
Tb hexokinase	1	-7	-21	4	-5	9
Mdm2 ligase inh	-7	7	-9	-31	-13	-25

31	COc1cccc(-n2c(SCc3ccccn3)nc3c(c2=O)SCC3)c1
32	Cc1cccc(NC(=O)/C(C#N)=C/c2ccc(Sc3ccccc3)o2)c1C
33	COc1ccc(N2C(=O)C(Cl)=C(Oc3cccc(OC)c3)C2=O)cc1
34	COc1ccc(/C=N/NC(=O)c2cc(-c3ccccc3OC)nc3ccccc23)cc1COC(C)=O
35	O=c1[nH]c(CN2CCN(c3ccccc3Cl)CC2)nc2ccsc12
36	CC(C)Oc1ccc(CSc2ncn[nH]2)cc1
Compound	31	32	33	34	35	36
EBV gp42 block	-2	-29	-10	8	13	-11
NCF1 inh	-4	-17	-2	-19	0	1
14-3-3 Bad PPI	-13	3	-3	11	-7	-6
Runt-CBFb FRET	1	-20	57*	-8	22	0
Runt-SMMHC FRET	1	-34	44	1	0	3
zVAD death inh	-0.6	2.0	1.1	0.1	0.3	1.7
Hck Nef HTS	24	3	31	-1	0	19
Tb hexokinase	-18	5	-3	-24	0	-3
Mdm2 ligase inh	-4	-8	5	-31	-15	-11

37	COc1ccc(CCNC(=O)CN(c2cccc([N+](=O)[O-])c2)S(C)(=O)=O)cc1
38	O=C(Nc1cccc(-c2cn3c(n2)SCC3)c1)c1ccc2ccccc2n1
39	COC(=O)c1cc2ccsc2n1CC(=O)Nc1cc(C)cc(C)c1
40	Cc1ccc(NC(=O)c2cc(-c3ccco3)on2)cc1
41	COc1ccc(S(=O)(=O)N2CCOCC2)cc1NC(=O)CSc1nnc2ccccn12
42	O=C(Nc1ccc(-c2nc3c(ccc4ccccc43)o2)cc1)c1ccco1
43	O=c1c(Cc2ccc(F)cc2)c(O)ccn1CCc1ccccn1
Compound	37	38	39	40	41	42	43
EBV gp42 block	-16	-10	-20	-14	-29	-10	3
NCF1 inh	-5	-42	-17	-30	1	-25	-8
14-3-3 Bad PPI	0	-13	-1	4	-9	12	-10
Runt-CBFb FRET	-2	0	0	-2	0	1	-3
Runt-SMMHC FRET	1	-7	0	-2	6	-5	-2
zVAD death inh	-0.1	1.0	0.4	-0.5	4.3	-0.4	0.6
Hck Nef HTS	16	25	7	4	30	-10	5
Tb hexokinase	-2	-11	-3	-28	-1	-51	-8
Mdm2 ligase inh	-10	-39	6	-2	-23	-7	-5
